Source: PubChem BioAssay
USP30 block = blocks human USP30 ubiquitin-rhodamine cleavage; Q70CQ3; purified USP30, Ub-rhodamine cleavage fluorescence; inhibition, % at 25 µM; actives 5.3% (n = 47,000); AID 1645860
USP28 block = human USP28 deubiquitinase inhibition. Q96RU2. purified USP28, Ub-rhodamine cleavage fluorescence, 30 min. inhibition, % at 25 µM. actives 3% (n = 47,000). AID 1645857
UCHL1 block = inhibitors of human UCHL1 deubiquitinase. P09936. purified UCHL1, Ub-rhodamine cleavage fluorescence. AID 1645859. inhibition, % at 20 µM. actives 0.2% (n = 47,000)
Target sequence (P09936 whole entry, looked up): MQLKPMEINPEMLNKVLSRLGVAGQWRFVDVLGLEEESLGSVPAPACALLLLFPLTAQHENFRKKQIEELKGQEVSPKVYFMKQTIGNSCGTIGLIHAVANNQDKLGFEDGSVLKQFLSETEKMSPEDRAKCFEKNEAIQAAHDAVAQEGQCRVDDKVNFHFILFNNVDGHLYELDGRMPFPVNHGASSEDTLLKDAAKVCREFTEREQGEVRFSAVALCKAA
USP8 inh = human USP8 deubiquitinase inhibition. P40818. purified USP8, Ub-rhodamine cleavage fluorescence, 30 min. inhibition, % at 20 µM. actives 4.2% (n = 47,000)
USP7 block = blocks human USP7 ubiquitin-rhodamine cleavage; inhibition, % at 20 µM; actives 0.3% (n = 47,000); Q93009; purified USP7, Ub-rhodamine cleavage fluorescence
USP10 inh = blocks human USP10 ubiquitin-rhodamine cleavage; Q14694; purified USP10, Ub-rhodamine fluorescence, 60 min; inhibition, % at 20 µM; actives 1.1% (n = 47,000)
USP17 block = blocks human USP17 ubiquitin-rhodamine cleavage | A8MUK1 | inhibition, % at 50 µM | purified USP17, Ub-rhodamine cleavage fluorescence, 3 h | AID 1645855 | actives 6.5% (n = 47,000)
OTUD3 inh = inhibitors of human OTUD3 deubiquitinase. actives 0.7% (n = 47,000). purified OTUD3, Ub-rhodamine fluorescence, 2 h. inhibition, % at 25 µM. AID 1645858
Target sequence (Q5T2D3 whole entry, looked up): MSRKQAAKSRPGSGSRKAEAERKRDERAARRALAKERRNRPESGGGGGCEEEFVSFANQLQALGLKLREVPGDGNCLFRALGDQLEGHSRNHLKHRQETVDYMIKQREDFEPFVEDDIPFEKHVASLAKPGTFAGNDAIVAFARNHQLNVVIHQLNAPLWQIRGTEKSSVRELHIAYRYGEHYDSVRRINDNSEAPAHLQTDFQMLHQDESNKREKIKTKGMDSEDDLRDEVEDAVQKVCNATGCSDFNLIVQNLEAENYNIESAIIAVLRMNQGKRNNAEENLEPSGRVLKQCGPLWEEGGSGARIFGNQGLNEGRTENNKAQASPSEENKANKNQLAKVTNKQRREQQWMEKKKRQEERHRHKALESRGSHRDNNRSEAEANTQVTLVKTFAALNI
Starred values were filed as active, the others as inactive; i = inactive; · = not tested or not shown. Rule as the data show it: active = inhibition above about 30%; inactive = the rest.

SMILES	USP30 block	USP28 block	UCHL1 block	USP8 inh	USP7 block	USP10 inh	USP17 block	OTUD3 inh
Cc1ccccc1N1CCN(C(=O)c2cc(C)n3nccc3n2)CC1	9	10	6	13	5	-1	-2	4
COc1ccc(OC)c(NC(=O)[C@H]2C[C@H](C)N[C@]23C(=O)Nc2c(Cl)cccc23)c1	-14	-9	-4	0	-4	-3	-2	-9
Cn1c(=O)n(CCN2CCOCC2)c(=O)c2c1nc1n2CCN1c1cccc(Cl)c1	6	-8	-6	-11	-10	-1	-4	-7
CC1(c2ncc(C(N)=O)s2)CCN(C(=O)c2ccccc2)CC1	-6	-12	-4	-38	0	-1	-15	-4
COC(=O)Nc1cc2c(=O)c3ccccc3oc2nc1C(F)(F)F	-11	-1	0	1	-4	2	2	-3
O=C(CCC(=O)N(c1ccccc1)c1ccccc1)Nc1ccccc1	-16	-4	3	1	-7	5	-21	-13
CCn1c(CN2CCOCC2)nnc1SCC(=O)c1ccc(OC)cc1	6	9	0	11	2	1	7	10
O=C(OC(C(=O)c1c[nH]c2ccccc12)c1ccccc1)c1ccc(OCc2ccccc2)cc1 (stereo unspecified)	-28	-23	-5	-7	-1	-2	-123	-20
Nc1cc(-c2cn[nH]c2C2CCCN2S(=O)(=O)c2ccccc2)ccn1 (stereo unspecified)	-10	-12	-1	1	1	0	-2	-6
CC(=O)N1C[C@H]2[C@@H](C1)c1ccccc1[C@@H]2NC(=O)c1ccc(C)nc1	10	3	2	-1	4	3	3	6
CCOC(=O)CN1CCC2(CCC1=O)CC(=O)c1ccccc1O2 (stereo unspecified)	-46	-5	-5	-23	-1	-4	-7	-3
Cc1ccc(NC(=O)N2C[C@H](c3nc(-c4cccnc4)no3)[C@@H](C)C2)cc1	11	5	1	8	3	3	0	10
COc1ccc(-c2nnn(CC(=O)N(c3ccc4c(c3)OCCO4)C(C(=O)NCC3CCCO3)c3ccc(F)cc3)n2)cc1OC (stereo unspecified)	-3	-8	1	15	3	12	0	0
COc1ccc(-c2cn3ccc4cc(OC)c(OC)cc4c3c2-c2ccc(OC)c(OC)c2)cc1	-26	-17	-2	31*	0	-2	9	-16
CC(=O)Nc1ccc(S(=O)(=O)NCCn2c(C)cc3ccccc32)cc1	-162	-36	-23	-62	-25	-4	34*	-40
O=[N+]([O-])c1cccc(S(=O)(=O)N2CCCC2c2ccco2)c1 (stereo unspecified)	21	11	1	-90	-10	3	1	10
O=C(/C=C/c1ccccc1)N1CC[C@@]2(O)CCCC[C@H]2C1	18	6	-1	-2	-7	0	1	10
Cc1c(Cl)cccc1NC(=O)Cn1c(=O)cc(C(F)(F)F)c2c(-c3ccccc3)nn(C)c21	15	1	1	-30	5	11	9	19
CCOC(=O)Cc1c(C)nc2c(-c3ccccc3)c(C)nn2c1C	-18	-1	5	5	-19	-2	-1	-9
CCOc1ccc(CNC(=O)C2CCN(c3nc4cccnc4n(CC)c3=O)CC2)cc1	-12	0	-3	1	2	-2	-4	6
CCc1ccc(N2C(=O)N(c3ccccc3)C3CS(=O)(=O)CC32)cc1 (stereo unspecified)	-3	2	0	0	-12	-4	-4	0
Cc1nc2nc(N(Cc3ccc(F)cc3)C(=O)c3cccs3)[nH]n2c(=O)c1C	-11	2	2	8	4	-1	6	4
N#Cc1ccccc1OCC(=O)NCCc1c[nH]c2ccccc12	2	-3	1	2	0	1	-5	3
Cc1cccnc1Nc1nccc(C2CN(c3cnccn3)C2)n1	15	-3	-2	-21	-2	-1	-6	1
CN1CCN(C(CNS(=O)(=O)c2ccccc2)c2ccc(F)cc2)CC1 (stereo unspecified)	0	-3	-1	4	-2	-2	-1	0
CC1=C(c2ccc(Cl)cc2)S(=O)(=O)NC1=NCC(=O)Nc1ccc(F)cc1	44*	7	3	23	10	3	64*	14
COc1ccc(C(=O)Nc2cc(-c3cccnc3)no2)c(C)c1	0	-9	-2	0	0	0	·	-7
Cc1c(Cl)cccc1Nc1nc(N)nc(CN2CCN(c3ccccc3)CC2)n1	-17	-2	5	11	-13	-6	-5	-8
CC1CCCN(C(=O)Cn2cccc(-c3nc(C4CC4)no3)c2=O)C1 (stereo unspecified)	11	6	3	-1	·	-3	2	5
O=C(COC(=O)c1cccnc1Nc1cccc(C(F)(F)F)c1)Nc1ccc(N2CCCCC2)cc1	-24	-27	-2	7	1	0	-7	-1
Cc1nc(CNC(=O)c2ccc(-c3noc(C4CC4)n3)cc2)no1	-5	-9	0	-3	0	0	-11	-4
O=C(NC1CC1)c1ccc(-n2cccn2)nc1	12	0	-2	-16	0	2	8	-2
CSCCC(NC(=O)c1cccs1)c1nnc2ccccn12 (stereo unspecified)	-1	0	1	1	0	-4	-1	-3
COc1cc(C(=O)O)cc(O)c1OC	-21	-21	-1	0	-1	1	-39	-16
Cc1ccc2c(c1)sc1ncc(NC(=O)c3ccccc3C)c(=O)n12	12	1	-1	2	4	1	27	9
O=C(Nc1ccc2cn[nH]c2c1)c1cnn(-c2ccccc2)n1	-24	11	-1	59*	-4	-6	38*	-12
O=C(CN(C(=O)CCC(=O)Nc1ccccn1)c1cccc(F)c1)NCc1ccc(F)cc1	33*	8	0	9	-24	1	14	11
Cc1ccc(CN2CCCn3nc(C(=O)NCc4ccccc4F)cc3C2=O)cc1	9	13	2	4	0	-1	12	0
C=C1NC(=O)c2c(sc(C(=O)OCC(=O)NC(C)CCc3ccccc3)c2C)N1 (stereo unspecified)	7	-4	-3	0	4	5	-2	4
COc1ccc(-c2noc(N3CCCC(C(=O)N(C)c4ccc(C)c(C)c4)C3)n2)cc1 (stereo unspecified)	4	0	3	2	-8	9	0	-4
CNC(=O)Nc1cnn(-c2ncncc2N2CCC(C)CC2)c1	0	-4	-1	-6	4	-2	0	-2
O=C(Cn1c(=O)ccn(Cc2ccc(F)cc2)c1=O)Nc1ccc(F)cc1	13	4	2	9	-34	-2	1	16
CN(c1ccc(Oc2ccc(C(F)(F)F)cn2)cc1)S(=O)(=O)c1ccccc1	-4	17	10	73*	15	2	38*	8
O=[N+]([O-])c1cccc(-c2nnc3n2-c2ccccc2SC3)c1	-3	-2	-1	-126	-8	0	-17	1
Cc1ccc(C(=O)/C=C/c2cn(CC(O)CN3CCN(C)CC3)c3ccccc23)cc1 (stereo unspecified)	i	-198	-66	-91	-59	-3	-122	-115
O=C1O[C@@H]2C[C@H]3C[C@@H]2[C@@H]1[C@H]3C(=O)N1CCN(c2cccc(Cl)c2)CC1	4	0	-2	-5	0	0	0	7
COc1ccc(CN2C(=O)CCSc3ccc(Cl)cc32)cc1	7	16	-1	4	-16	5	10	7
Cc1ccccc1CS(=O)(=O)Cc1ccc(C(=O)NCCN2CCCC2)o1	-39	-15	3	-4	6	-14	25	-12
O=C(CCc1ccccc1)Nc1ccc2c(c1)nc1n2CCN(C2CCCC2)C1	-132	-9	-11	31*	-17	-4	25	-29
O=C(c1cn2c(n1)CCCC2)N1CCN(c2ccccn2)CC1	-20	-2	0	3	1	-1	-7	-2

Part of the list above, with two lines to a compound.
Order of values: USP30 block, USP28 block, UCHL1 block, USP8 inh, USP7 block, USP10 inh, USP17 block, OTUD3 inh
- Cc1ccccc1CS(=O)(=O)Cc1ccc(C(=O)NCCN2CCCC2)o1
 : -39, -15, 3, -4, 6, -14, 25, -12
- Cc1c(Cl)cccc1NC(=O)Cn1c(=O)cc(C(F)(F)F)c2c(-c3ccccc3)nn(C)c21
 : 15, 1, 1, -30, 5, 11, 9, 19

The list continues:
SMILES	USP30 block	USP28 block	UCHL1 block	USP8 inh	USP7 block	USP10 inh	USP17 block	OTUD3 inh
CSc1ccccc1C(=O)Nc1ccc(N2CCOCC2)c(S(=O)(=O)N2CCOCC2)c1	-6	-2	16	1	0	-2	-5	-4
COc1ccc(NC(=O)CSc2nc(N)c3c4c(sc3n2)COC(C)(C)C4)cc1	-7	-5	1	-3	2	2	50*	8
COc1ccc(S(=O)(=O)N2CCOCC2)cc1NC(=O)COc1ccc([N+](=O)[O-])cc1	8	8	0	-43	-3	4	18	0
Cc1ccccc1CNC(=O)c1nnc(C(=O)Nc2ccc(F)cc2)s1	39*	19	0	6	7	9	11	16
CC1(C2CCN(C(=O)NC3CCCCC3)CC2)NC(=O)NC1=O (stereo unspecified)	23	9	2	16	2	-1	7	10
Cc1ccn2cc(C(=O)NC(C)c3ccc(S(N)(=O)=O)cc3)nc2c1 (stereo unspecified)	-10	-8	-5	-15	-2	-1	-9	-4
Nc1nccnc1CC1CCCN(C(=O)c2ccc3ncccc3c2)C1 (stereo unspecified)	-395	-102	-40	-37	-42	-5	-95	-87
O=C(c1ccncc1)N1CCc2cc(-c3csc(C4CC4)n3)ccc21	-28	-13	-3	-95	-6	-3	-4	-21
O=C(c1ccc(Cn2c(=O)[nH]c3ccccc3c2=O)cc1)N1CCN(c2ccc(F)cc2)CC1	48*	18	9	1	6	8	10	11
CN(C)C(=O)CSc1nnc(-c2ccccc2O)n1Cc1ccccc1	11	1	0	18	-4	1	10	-1
NC(=O)c1cccc(CN2CCC3(CC2)CC3c2nnc(-c3cccc(F)c3)o2)c1 (stereo unspecified)	-27	-13	-5	-9	-5	-5	-16	-12
COCCNC(=O)CN1CCC2(CCC1=O)CC(=O)c1ccccc1O2 (stereo unspecified)	0	1	-2	10	0	0	3	-1
COCCN1C(=O)c2ccccc2C(C(=O)NCCc2ccccc2)C12CCCC2 (stereo unspecified)	-5	0	-1	13	0	-1	0	3
CCOc1cc(/C=C/C23NC(=O)CN2c2ccccc2C3(C)C)ccc1OCc1ccc(C)cc1 (stereo unspecified)	-237	-68	4	-8	4	0	-34	-33
Cc1ccc(S(=O)(=O)N2CCOCC2)cc1NC(=O)C(c1ccccc1)c1ccccc1	25	-5	0	-142	5	5	-11	7
CC1(C)OC(=O)[C@@]2(C)N[C@]1(C)C[C@@H]2C(=O)Nc1ccccc1	6	1	8	8	2	1	4	5
CC(C)CCC(=O)N1CCC(N2CC(=O)N(C(C)c3ccccc3)C2)CC1 (stereo unspecified)	-4	-1	1	7	2	-2	2	4
Cc1cc(C)cc(S(=O)(=O)N2CCN=C2N2CCN(C)CC2)c1	8	5	3	14	3	0	4	11
O=S(=O)(c1ccccc1)n1nc(-c2cccnc2)nc1NCc1cccc(Cl)c1	14	9	10	17	-79	9	0	7
O=C(CSc1nnc2c(n1)[nH]c1ccccc12)NCc1ccc(C(=O)O)cc1	5	-5	0	6	3	2	-13	-2
COc1ccc(CN2C[C@@H](c3cccc(C)n3)[C@@]3(CCCC(=O)N3)C2)cc1CO	9	13	5	20	5	0	19	13
Cc1nc(-c2cc(CC3CCN(S(C)(=O)=O)C3)ncn2)sc1C (stereo unspecified)	25	11	3	2	4	0	12	18
COc1ccc(C)cc1S(=O)(=O)Nc1cnc(N2CCCC2)nc1	0	-1	0	-5	-1	-4	-5	3
COC(=O)C1CCN(C(=O)CC[C@H]2CNC(=O)[C@@H]3[C@@H](CCN3Cc3ccccc3)N2C)CC1	-8	14	7	19	-20	3	-78	-2
O=[N+]([O-])c1cc(C(F)(F)F)ccc1NCC1COc2ccccc2O1 (stereo unspecified)	-169	-16	4	0	-16	1	1	1
Cc1cc(-c2cnc(C)nc2-c2cccs2)on1	22	3	4	2	3	1	8	7
CC(C)c1cc(C(=O)NCc2ccccn2)c2ccccc2n1	2	-2	-4	0	-3	0	-1	-5
COc1ccccc1Oc1nc(-c2ccccc2)cc(C)c1S(C)(=O)=O	14	37*	8	6	-3	5	28	7
Cc1cc(=O)n(CC(=O)Nc2ccc(F)cc2C)c(N2CCCCC2)n1	21	5	0	5	-54	6	8	3
CCCCCOC(=O)Cn1c(=O)c2c(nc(Br)n2Cc2ccc(Cl)cc2)n(C)c1=O	7	1	1	1	4	2	-20	9

Filtered by structure: the entries above with a Cl atom (nine)
SMILES	USP30 block	USP28 block	UCHL1 block	USP8 inh	USP7 block	USP10 inh	USP17 block	OTUD3 inh
COc1ccc(OC)c(NC(=O)[C@H]2C[C@H](C)N[C@]23C(=O)Nc2c(Cl)cccc23)c1	-14	-9	-4	0	-4	-3	-2	-9
Cn1c(=O)n(CCN2CCOCC2)c(=O)c2c1nc1n2CCN1c1cccc(Cl)c1	6	-8	-6	-11	-10	-1	-4	-7
Cc1c(Cl)cccc1NC(=O)Cn1c(=O)cc(C(F)(F)F)c2c(-c3ccccc3)nn(C)c21	15	1	1	-30	5	11	9	19
CC1=C(c2ccc(Cl)cc2)S(=O)(=O)NC1=NCC(=O)Nc1ccc(F)cc1	44*	7	3	23	10	3	64*	14
Cc1c(Cl)cccc1Nc1nc(N)nc(CN2CCN(c3ccccc3)CC2)n1	-17	-2	5	11	-13	-6	-5	-8
O=C1O[C@@H]2C[C@H]3C[C@@H]2[C@@H]1[C@H]3C(=O)N1CCN(c2cccc(Cl)c2)CC1	4	0	-2	-5	0	0	0	7
COc1ccc(CN2C(=O)CCSc3ccc(Cl)cc32)cc1	7	16	-1	4	-16	5	10	7
O=S(=O)(c1ccccc1)n1nc(-c2cccnc2)nc1NCc1cccc(Cl)c1	14	9	10	17	-79	9	0	7
CCCCCOC(=O)Cn1c(=O)c2c(nc(Br)n2Cc2ccc(Cl)cc2)n(C)c1=O	7	1	1	1	4	2	-20	9

The order is random; about 13% have a hit in one of these screens.
